NRP1-CendR mod = NRP-1/CendR interaction modulation; FAM-RPARPAR peptide binding to NRP-1, fluorescence polarization; inhibition, % at 25 µM; actives 0.85% (n = 360,000); AID 602438;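 active = inhibition or corrected inhibition above about 18%, plus a signal ratio from 0.5 to 1.5, limit read from the data, passing the limit was not always enough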; note: strong numbers were not always called active
Target sequence (O14786 whole entry, looked up): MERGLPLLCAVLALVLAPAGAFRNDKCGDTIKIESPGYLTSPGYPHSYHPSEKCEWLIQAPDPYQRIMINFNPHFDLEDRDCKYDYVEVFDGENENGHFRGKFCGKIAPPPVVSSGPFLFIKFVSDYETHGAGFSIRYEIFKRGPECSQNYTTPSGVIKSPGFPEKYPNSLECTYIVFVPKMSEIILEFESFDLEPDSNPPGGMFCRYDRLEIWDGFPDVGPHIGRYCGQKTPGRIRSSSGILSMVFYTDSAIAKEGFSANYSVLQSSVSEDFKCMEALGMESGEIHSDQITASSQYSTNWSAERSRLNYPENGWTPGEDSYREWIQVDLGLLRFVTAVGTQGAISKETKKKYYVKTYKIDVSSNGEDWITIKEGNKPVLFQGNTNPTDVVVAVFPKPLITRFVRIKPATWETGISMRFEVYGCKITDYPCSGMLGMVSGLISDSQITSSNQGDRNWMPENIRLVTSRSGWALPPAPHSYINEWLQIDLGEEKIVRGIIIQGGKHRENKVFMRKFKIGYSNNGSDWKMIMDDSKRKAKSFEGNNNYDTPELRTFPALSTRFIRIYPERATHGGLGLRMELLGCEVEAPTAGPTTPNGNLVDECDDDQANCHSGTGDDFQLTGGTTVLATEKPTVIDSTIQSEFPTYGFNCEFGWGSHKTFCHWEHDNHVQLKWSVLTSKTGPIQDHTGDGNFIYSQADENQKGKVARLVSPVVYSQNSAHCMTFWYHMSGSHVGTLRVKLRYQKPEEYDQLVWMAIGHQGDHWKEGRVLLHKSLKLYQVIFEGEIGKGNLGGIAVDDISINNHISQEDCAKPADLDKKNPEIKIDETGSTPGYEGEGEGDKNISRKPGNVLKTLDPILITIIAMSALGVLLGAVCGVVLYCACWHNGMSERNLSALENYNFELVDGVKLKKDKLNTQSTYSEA
STEP block = blocks human striatal-enriched tyrosine phosphatase | recombinant STEP, OMFP fluorogenic substrate, fluorescence | AID 588621 | inhibition, % at 20 µM | actives 0.25% (n = 360,000) | P54829;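 active = inhibition at 20 µM, scaled per plate between control wells, above about 37%, limit read from the data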;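 note: 0% = DMSO with enzyme and substrate and 100% = substrate only without enzyme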
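Assay system: isolated STEP enzyme / Timing: 20 min at room temperature, dark / Doses: 20 µM, 1% DMSO / Technique: fluorescence intensity, excitation 480 nm, emission 540 nm / Reagent: fluorogenic phosphatase substrate OMFP at 25 µM final / Measure: percent inhibition scaled to no-enzyme and uninhibited-enzyme controls, plate-pattern corrected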
SUMO1 PPI mod = modulators of human SUMO1-mediated protein-protein interactions | inhibition, % at 20 µM | AID 602429 | P63165 | SUMO1 binding to a labelled peptide, TR-FRET, 1 h | actives 0.33% (n = 360,000); in the data active = inhibition above about 37%
NadD inh = blocks S. aureus nicotinate mononucleotide adenylyltransferase; purified NadD enzyme, colorimetric absorbance read-out; inhibition, % at 20 µM; actives 0.78% (n = 360,000); AID 602399; in the data active = inhibition above about 26%; note: some compounds past the cut are filed as inactive
MT1-MMP act inh = inhibitors of human MT1-MMP activation | P50281 | HT1080 RFP-PRO-GFP cells, GFP/RFP ratio fluorescence, overnight; percent of plate control window, DMSO zero | GFP/RFP ratio change, % at 20 µM | actives 0.061% (n = 360,000);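 active = GFP/RFP ratio change of at least 30% with cell ATP level not reduced by more than half and red fluorescence within 50% of control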; note: strong numbers were not always called active
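Material – HT1080 RFP-PRO-GFP cells · Control set – DMSO wells and RFP-L50D-GFP cells · Incubation – overnight cell settling, then overnight compound exposure, 37 °C, 5% CO2 · Compound dosing – single-point 20 µM compound, 1% DMSO · Read-out – GFP/RFP fluorescence ratio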
Scp-1 inhibitor = blocks human Scp-1 phosphatase activity. Q9GZU7. Recombinant Scp1, phosphopeptide, malachite green phosphate absorbance. inhibition, % at 20 µM. actives 0.88% (n = 340,000). AID 493091;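 active = inhibition above about 50% at 20 µM, limit read from the data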;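 note: plate controls were DMSO wells with enzyme for no effect and wells lacking enzyme for full effect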
Target sequence (Q9GZU7 76-261 limits assumed): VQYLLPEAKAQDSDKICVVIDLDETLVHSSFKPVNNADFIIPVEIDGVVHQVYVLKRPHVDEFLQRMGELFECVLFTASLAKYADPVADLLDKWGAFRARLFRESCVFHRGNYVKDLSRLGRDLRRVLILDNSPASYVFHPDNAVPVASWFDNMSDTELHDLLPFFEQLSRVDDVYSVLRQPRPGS
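assay system = SCP-1 phosphatase catalytic domain, residues 76-261 | buffer or medium = 50 mM Tris acetate pH 5.5, 0.005% Tween-20, 10 mM MgCl2 | incubation = enzyme reaction 45 min at room temperature, colour 5 min, stabilisation 30 min | signal = Phosphate-binding colour reagent, absorbance read at 630 nm | measure = % inhibition at 20 µM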
Rpn11 block = Rpn11 (human) deubiquitinase inhibition. O00487. human 26S proteasome, Ub4-pepOG fluorescence polarization; 20S core pre-blocked with epoxomicin. calls only at 20 µM. actives 0.59% (n = 360,000). AID 588493;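 active = inhibition at 20 µM, scaled to each plate's controls, above about 33%, limit read from the data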
SKN-1 inh = C. elegans SKN-1 inhibition. AID 624304. inhibition, % at 21.8 µM. actives 0.49% (n = 360,000). C. elegans VP596 Pgst-4::GFP/RFP ratio, acrylamide-induced, 24 h;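 active = interference check ratio from 0.5 to 1.5 plus GFP to RFP signal ratio inhibition reaching or exceeding a fixed threshold, cut at about 30% in these data, passing the limit was not always enough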; note: some compounds called inactive have numbers as strong as hits
LMPTP inh = LMPTP (human) inhibition; inhibition, % at 20 µM; AID 651560; recombinant LMPTP-A, OMFP fluorogenic substrate, fluorescence intensity; actives 0.22% (n = 360,000); P24666;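 active = compounds that cut the enzyme signal by at least half of the control window in the single-dose screen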;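 note: plate controls were DMSO wells with enzyme plus substrate for no effect and substrate without enzyme for full effect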
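Assay system: LMPTP-A enzyme. Input: 0.625 nM LMPTP-A final. Probe or stimulus: 400 µM OMFP. Compound dosing: single 20 µM dose. Schedule: 50 min dark incubation at room temperature. Detection: fluorescence intensity of OMFP turnover product. Read-out: percent inhibition versus substrate-only and uninhibited controls. Benchmarks: no-enzyme low control, uninhibited high control.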
DNMT1 inh = blocks human DNA methyltransferase DNMT1. P26358. DNMT1 molecular beacon, Hinp1I cleavage, fluorescence. inhibition (reported as % activation of signal), % at 10 µM. actives 0.83% (n = 360,000); in the data active = inhibition above about 50%
* hit, by the source's call; i = inactive; · = no result given; + = active, no number; & = joins results of further samples.

The line under a structure holds: NRP1-CendR mod	STEP block	SUMO1 PPI mod	NadD inh	MT1-MMP act inh	Scp-1 inhibitor	Rpn11 block	SKN-1 inh	LMPTP inh	DNMT1 inh
Cc1ccc(SCc2cc(=O)[nH]c(N3CCOCC3)n2)cc1
→ 7	-2	-5	-3	-1	1	i	-12	-1.3	1
O=C(NCc1ccccc1)C(C1CC1)n1c(Cc2cc(F)cc(F)c2)nc2ccccc21 (configuration not stated)
→ 15	·	3	·	-3	·	·	-11	-0.2	·
CCc1cccc(NC(=O)c2cc(S(=O)(=O)N3CCCCC3)ccc2N2CCOCC2)c1
→ 2	1	-3	-10	-3	·	i	-4	0.2	-3
COc1cccc(C(=O)NCC(=O)N2CCC3(CC2)NCCc2[nH]cnc23)c1
→ 2	2	0	-6	2	3	i	36*	-1.6	0
c1ccc(CN2CCN(CCN3CCn4c3nc3ccccc34)CC2)cc1
→ 18	-2	1	0	1	-7	i	-15	-0.1	1
COc1ccc(CCNC(=O)C2CC(O)CN2S(=O)(=O)c2ccc(Cl)cc2)cc1OC (configuration not stated)
→ -11	3	4	-1	-2	8	i	6	0.2	5
Cc1ccc2nc(SCCC#N)nc(C)c2c1
→ -6	-1	-2	1	-15	-4	i	12	0.9	1
COc1cc2c(cc1OC)C(C)N(C(=O)Cn1ncc3c1-c1cc(C)ccc1OC3)CC2 (configuration not stated)
→ -10	-3	0	-3	-1	-4	i	4	-0.4	1
Cn1c(=O)n(CC(=O)O)c(=O)c2c1nc1n2CCS1
→ 12&5	-2&-3	5&8	-4&4	-4&6	-4&-8	i	-7&1	-0.7&-1.4	0&1
CCCCNC(=S)N(C)/N=C/c1ccc(F)cc1
→ -9	2	-5	-2	-1	-4	i	4	2.6	6
COC(=O)[C@]1(CC(C)C)N[C@H](c2ccc(-c3cccc(Cl)c3)cc2)[C@@H]2C(=O)N(C)C(=O)[C@@H]21
→ -1	2	2	0	0	-4	i	15	3.1	-12
CCCCCn1c(SCCCC)nc2c1c(=O)[nH]c(=O)n2C
→ -16	5	-1	8	-2	-1	i	-2	0.7	2
COc1c(C)cccc1C(=O)Nc1ccc(CN2CCOCC2)cc1
→ 2	-1	-4	-1	4	0	i	12	-0.6	-7
Cc1ccc(/C=N/N2CCN(Cc3ccccc3)CC2)s1
→ 0	-4	-5	5	1	-6	i	10	0.6	-1
COCC1CCCCN1Cc1cn[nH]c1-c1ccc(OC)cc1OC (configuration not stated)
→ -9	2	-2	-1	-3	-9	i	2	-0.1	-1
O=C(CN1CCN(c2ccccc2)CC1)N1N=CCC1c1ccccc1 (configuration not stated)
→ 4	-6	0	2	1	-6	i	-11	-0.5	7
COc1ccc(C)cc1NC(=O)CSc1nnnn1Cc1ccccc1
→ -8	1	-5	-13	1	-3	i	-8	1.1	5
COc1ccc(Nc2c(C)cccc2C)cc1
→ 3	2	2	-5	2	-13	i	2	1.0	-5
COc1ccc(CNC(=O)C2(C)Cc3c(-c4ccc(N(C)C)cc4)ccnc3O2)cc1OC (configuration not stated)
→ -10	-2	2	-8	-2	·	i	-4	0.9	-6
C=CCCC(=O)N1C[C@H]2CON(C)[C@H]2C[C@H]1c1ccc(Br)cc1
→ -6	1	-3	-3	0	·	i	6	-0.9	2
N=Nc1c(O)n(CC(=O)Nc2ccccc2)c2ccccc12
→ -2	-1	-19	0	-1	-5	i	11	0.3	-7
O=C1Nc2ccccc2/C1=C\C(=O)c1ccccc1
→ -1	-2	-2	-5	-7	-7	i	6	1.5	-3
COC(=O)C1C(O)=C(C=Nc2ccc(N)cc2)C(=O)CC1(C)C (configuration not stated)
→ 11	-4	-12	7	9	-1	i	10	-0.9	-13
C/C(CC(=O)NC1CCCC1)=N\NC(=O)c1ccc([N+](=O)[O-])c(Cl)c1
→ -7	-3	-28	-2	5	-1	i	11	-0.8	2
CC1(c2ccccc2)CC(c2ccccc2)=C(C#N)C(=O)N1 (configuration not stated)
→ -3	0	1	3	-1	0	i	2	-1.3	-7
c1cnc(NC2CCCCCC2)nc1
→ -1	1	5	-3	0	-10	i	2	-0.7	2
COc1cc2nc(-c3ccc(Br)o3)oc(=O)c2cc1OC
→ 1	0	0	-10	7	0	i	0	0.5	-2
CC1(C)CC(NC(=O)CCc2ccccc2)CC(C)(C)N1
→ -1	0	2	2	-4	0	i	2	-3.3	2
Cc1ccc(C(=O)NCCc2csc(C)n2)cc1
→ -5	-4	0	1	0	0	i	6	-1.2	3
CNC[C@H]1Oc2c(NS(=O)(=O)c3cccs3)cccc2C(=O)N([C@H](C)CO)C[C@@H]1C
→ 8	1	0	2	0	17	i	11	-1.6	3
CC1(C(=O)NCc2ccco2)Cc2c(-c3ccc(C(N)=O)cc3)ccnc2O1 (configuration not stated)
→ -22	-2	-2	2	-3	·	i	12	-1.1	3
O=C(NNc1cc(Cl)ccc1Cl)C1CCC1
→ -18	-3	-3	7	1	-14	i	1	-0.9	0
C[C@H](NC(=O)c1ncn2c1c(=O)[nH]c1ccc(Br)cc12)c1ccccc1
→ -16	54*	-26	9	-11	·	+	-4	56*	90*
CCC(=O)N1CCc2cc(Br)cc(S(=O)(=O)NC3CCN(Cc4ccccc4)CC3)c21
→ -6	0	0	3	-2	-4	i	-8	0.6	-1
COc1cccc(NC(=O)CN(C)C(=O)CNC(=O)c2ccc(Oc3ccccc3)cc2)c1
→ -3	2	4	-3	6	-5	i	-1	0.7	-1
CC(c1ccccc1)C1CC(=O)N(CC(=O)O)C1=O (configuration not stated)
→ 7	-1	-1	-5	5	-5	i	-3	0.2	1
O=C(COC(=O)CSCC(=O)N1CCCCC1)Nc1ccc(Cl)cc1
→ 0	-2	1	-3	5	-10	i	-11	0.0	2
COCCNc1oc(-c2cccs2)nc1S(=O)(=O)c1ccc(C)cc1
→ -4	1	-7	-7	-2	-6	i	-5	-0.3	1
Nc1nc2n[nH]nc2c(=O)[nH]1
→ -5	-2	7	1	-29	13	i	9	16	-1
COc1ccc(-c2csc(N(CCCN(C)C)C(=O)c3ccc(Br)cc3)n2)cc1
→ 22*	-1	-6	-2	-1	-4	i	4	-2.4	1
Cn1c(N)c(C(=O)COC(=O)CC(NC(N)=O)c2ccc(Cl)cc2)c(=O)n(C)c1=O (configuration not stated)
→ -5	1	11	1	-10	-3	i	-4	-1.0	-1
Cc1ccc(C(=O)NCC(=O)Nc2ccc3c(c2)CCC3)cc1C
→ 8	-4	1	-9	-3	-3	i	1	-0.9	9
CC(=O)Nc1cccc(C(=O)OCC(=O)NC(=O)c2ccccc2)c1
→ 4	-3	7	0	3	-6	i	-25	-1.0	1
NC(=Nc1nc(-c2ccccn2)cc2ccccc12)c1ccccn1
→ 3	3	-4	-4	9	-13	i	9	3.1	-7
CCCCC(=O)Nc1ccc(C(=O)NNC(=S)NC(=O)c2ccccc2[N+](=O)[O-])cc1
→ -9	4	-15	8	-1	-7	i	5	-1.1	3
CC(=O)Nc1cccc(Oc2nc(C(F)(F)F)nc3ccccc23)c1
→ 3	-3	-4	-8	6	-5	i	8	-0.2	-4
COC(=O)C(NS(=O)(=O)c1ccc(N2CCCC2=O)cc1)c1ccccc1 (configuration not stated)
→ 3	-1	15	2	1	-13	i	10	-0.7	1
CC(C)COn1c(=S)[nH]c2ccccc2c1=O
→ -4	-1	3	-1	0	-10	i	-4	-0.3	3
Cc1ccc(N2CC(C(=O)NCc3nnnn3-c3ccc(C)c(C)c3)CC2=O)cc1 (configuration not stated)
→ 0	-1	4	-1	-3	3	i	-7	-0.4	1
COc1ccc(-n2c(C)nn(CCOc3ccccc3)c2=O)cc1
→ -1	1	-4	-3	10	-2	i	-11	-2.1	-2
Cc1cc(NC(=O)CSCC(=O)NCc2cccc(C(F)(F)F)c2)no1
→ -1	-2	0	-1	0	-10	i	-6	-0.8	0
COc1ccc(NC(=O)C(c2ccc(C)cc2)N(C)C(=O)CNC(C)=O)cc1 (configuration not stated)
→ 5	-3	0	-6	2	-6	i	-8	-1.6	1
O=C(COC(=O)COc1ccccc1F)NC1CC1
→ 6	-1	3	-2	3	-6	i	-9	-1.0	3
COc1ccc(CCN(C)CCN2C(=O)c3ccccc3C2=O)cc1OC
→ -1	3	0	-5	1	-1	i	2	-5.5	2
Cc1nc(C(=O)NC(C)C)nn1-c1cc(Cl)cc(Cl)c1
→ -2	2	-2	-8	-3	-4	i	4	0.0	1
CCCn1cnc2c(N)c(C)c(C)cc21
→ 14	-3	0	0	3	-5	i	-11	-0.6	2
Cc1ccc(NC(=O)Cn2nc(-c3ccco3)ccc2=O)cc1Cl
→ 14	-2	-20	-5	-1	-5	i	-8	0.9	-10
Cc1ccc(C(=O)NCCNC(=O)c2ccc(C)o2)o1
→ 0	-1	2	1	1	4	i	8	-0.7	3
O=C1CC(c2ccc(S(=O)(=O)N3CCN(c4ccccc4)CC3)cc2)CN1 (configuration not stated)
→ -2	-4	-3	-1	0	4	i	-2	-1.5	1
CN=C1N(C)C[C@@H]2[C@@H]3C(=O)N(Cc4ccccc4)C(=O)[C@@H]3[C@](Cc3ccccc3)(C(=O)OC)N12
→ -4	2	-1	1	3	14	i	-5	-2.2	6

Part of the list above in order of formula weight, lowest first:
The line under a structure holds: NRP1-CendR mod	STEP block	SUMO1 PPI mod	NadD inh	MT1-MMP act inh	Scp-1 inhibitor	Rpn11 block	SKN-1 inh	LMPTP inh	DNMT1 inh
CCCn1cnc2c(N)c(C)c(C)cc21
→ 14	-3	0	0	3	-5	i	-11	-0.6	2
O=C(COC(=O)COc1ccccc1F)NC1CC1
→ 6	-1	3	-2	3	-6	i	-9	-1.0	3
COc1ccc(NC(=O)C(c2ccc(C)cc2)N(C)C(=O)CNC(C)=O)cc1 (configuration not stated)
→ 5	-3	0	-6	2	-6	i	-8	-1.6	1

(more compounds)
The line under a structure holds: NRP1-CendR mod	STEP block	SUMO1 PPI mod	NadD inh	MT1-MMP act inh	Scp-1 inhibitor	Rpn11 block	SKN-1 inh	LMPTP inh	DNMT1 inh
CC/C=C/C(=O)N1CC2(CC(c3cccc(NC(=O)CCCCC)c3)=NO2)C[C@H]1C(N)=O (some centres not stated)
→ -2	0	7	1	2	4	i	9	-1.1	10
Cc1cc(C(=O)Nc2nc3ccc(S(C)(=O)=O)cc3s2)c(C)o1
→ -27	0	-3	-3	1	1	i	8	1.8	0
Cc1ccc(S(=O)(=O)n2nc(-c3ccc(Cl)cc3)nc2NCc2ccco2)cc1
→ 3	0	-1	0	-7	-13	i	0	4.8	4
C=CCNC(=S)/N=c1/ccccn1CCC
→ -7	-2	-8	0	5	-15	i	-12	-0.8	0
Cc1cc(C)nc(NS(=O)(=O)c2ccc(NC(=O)COc3ccccc3F)cc2)n1
→ -12	-1	2	-5	0	-6	i	7	-0.8	5

Bioassay records from PubChem.
